Screening data deposited in PubChem BioAssay by several laboratories.
TRPC4 PAM: positive allosteric modulators of TRPC4, primary screen, cell-based, mouse TRPC4beta, HEK293 mu-opioid, Fluo-4 calcium; Short transient receptor potential channel 4 (Mus musculus), Q9QUQ5; DAMGO EC20, Fluo-4 Ca2+ flux; hits give high values; B-score at 10 µM; 310,000 compounds, 0.42% hits; AID 2227, 2009;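 active = B-score of calcium response area above 5 SD of library B-scores, with initial fluorescence ratio within 5 SD of library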;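 note: B-score of integrated fluorescence ratio over time as area under calcium response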
Target sequence (Q9QUQ5 whole entry, looked up): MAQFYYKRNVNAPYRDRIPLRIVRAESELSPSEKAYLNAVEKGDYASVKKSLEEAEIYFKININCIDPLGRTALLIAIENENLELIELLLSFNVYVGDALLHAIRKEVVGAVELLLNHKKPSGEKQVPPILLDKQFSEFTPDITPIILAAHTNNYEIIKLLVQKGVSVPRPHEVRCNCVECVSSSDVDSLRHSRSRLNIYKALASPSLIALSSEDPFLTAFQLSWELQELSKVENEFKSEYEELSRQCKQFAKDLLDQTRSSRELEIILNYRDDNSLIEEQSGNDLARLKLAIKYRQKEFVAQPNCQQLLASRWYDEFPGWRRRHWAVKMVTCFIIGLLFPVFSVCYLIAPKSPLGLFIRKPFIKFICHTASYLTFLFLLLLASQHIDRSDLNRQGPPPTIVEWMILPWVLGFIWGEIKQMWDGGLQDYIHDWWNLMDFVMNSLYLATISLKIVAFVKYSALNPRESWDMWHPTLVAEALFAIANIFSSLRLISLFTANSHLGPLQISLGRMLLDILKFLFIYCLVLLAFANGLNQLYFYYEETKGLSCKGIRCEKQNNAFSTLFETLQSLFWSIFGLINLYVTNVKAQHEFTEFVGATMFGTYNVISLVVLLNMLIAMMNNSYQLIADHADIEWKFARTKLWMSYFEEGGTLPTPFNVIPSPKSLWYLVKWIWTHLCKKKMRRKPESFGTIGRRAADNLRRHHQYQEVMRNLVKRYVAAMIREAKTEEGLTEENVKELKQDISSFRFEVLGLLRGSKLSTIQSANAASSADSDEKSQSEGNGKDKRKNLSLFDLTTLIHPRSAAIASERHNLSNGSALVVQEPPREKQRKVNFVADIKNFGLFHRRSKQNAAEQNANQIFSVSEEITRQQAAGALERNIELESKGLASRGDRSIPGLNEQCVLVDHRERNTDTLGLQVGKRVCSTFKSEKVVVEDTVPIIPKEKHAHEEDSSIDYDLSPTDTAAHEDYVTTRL
TRPC6 act: mouse TRPC6 channel activators, primary screen, cell-based, HEK293, membrane potential dye. HEK293-TRPC6 membrane potential dye fluorescence; hits give high values. B-score at 10 µM. 310,000 compounds, 0.13% hits. AID 2550, 2010;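 active = B-score of the integrated fluorescence ratio above library mean plus 3 SD, and starting fluorescence ratio within library mean plus 5 SD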;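 note: higher score means more depolarization so channel activation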
HIF act: HIF pathway transcriptional activators, primary screen, cell-based, U2OS HRE-luciferase, luminescence; activation, % at 7.5 µM (by protocol); 300,000 compounds, 0.32% hits; U2OS HRE-luciferase reporter; normalized: DMSO 0%, desferrioxamine 100%; AID 1910, 2009;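 active = mean activation of at least 10% of the iron chelator positive control signal, with at least half of replicates also reaching 10%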
TRPC6 inh: mouse TRPC6 channel inhibitors, primary screen, cell-based, HEK293, membrane potential dye | Short transient receptor potential channel 6 (Mus musculus), Q61143 | ACh-evoked depolarization; hits give low values | B-score at 10 µM | 310,000 compounds, 1.1% hits | AID 2553, 2010;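 active = B-score under library mean minus 3 SD, initial fluorescence not abnormally high, positive integrated signal ratio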;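 note: B-score derived from integrated fluorescence ratio over the kinetic read; more negative B-score means stronger inhibition of depolarization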
MrgX1 ag: agonists of human MrgX1 receptor, primary screen, HEK293 cells, Fluo-4 calcium flux; Mas-related G-protein coupled receptor member X1 (Homo sapiens), Q96LB2; Fluo-4 calcium fluorescence, agonist mode; hits give high values; B-score at 10 µM; 310,000 compounds, 0.44% hits;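 active = calcium response B-score plate-corrected fluorescence ratio at least 3 library SD, with starting fluorescence B-score inside 5 SD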
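Test system: HEK293 cells stably expressing human MrgX1 receptor; Input: fifteen thousand cells per well; Dosing: compound delivered in addition one of three; Schedule: overnight seeding, then 1 h dark dye loading; Technique: Fluo-4 NW calcium fluorescence; Measure: B-scored fluorescence response ratio; Controls: positive and negative controls per plate.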
MrgX1 antagonist: antagonists of human MrgX1 receptor, primary screen, HEK293 cells, Fluo-4 calcium flux; BAM8-22 antagonism; hits give low values; AID 588676, 2011; 310,000 compounds, 1.3% hits; Mas-related G-protein coupled receptor member X1 (Homo sapiens), Q96LB2; B-score at 10 µM;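 active = calcium-response B-score plate-corrected more than 3 library SD below zero, starting fluorescence within 5 deviations, no agonist response on first addition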;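 note: peak minus trough fluorescence over baseline after final BAM8-22 challenge near maximal dose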
PolyA inhibitor: polyadenylation inhibitors in yeast reporter cells, primary screen, luminescence, S. cerevisiae; S. cerevisiae SKY197-pL101 polyadenylation reporter, beta-gal luminescence; efflux-impaired pdr1/pdr3 knockout yeast; score 100 = 6 SD above DMSO; calls only at 12 µM; 300,000 compounds, 0.02% hits;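 active = lowest replicate activity score at least 50, where 100 means six control SD above control mean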;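 note: yeast exposed to compound for 9 h at 30 °C; higher score means more reporter readthrough which indicates perturbed polyadenylation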
TRPC4 block: inhibitors of mouse TRPC4 channel, primary screen, Fluo4 calcium, HEK293 TRPC4beta/mu-opioid cells; AID 2247, 2010; 300,000 compounds, 0.39% hits; DAMGO-evoked Fluo4 calcium flux; hits give low values; Short transient receptor potential channel 4 (Mus musculus), Q9QUQ5; B-score at 10 µM;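 active = B-score over 3 SD under the library average, no early fluorescence shift, positive overall ratio signal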
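Assay system: Stable TRPC4beta/mu-opioid receptor HEK293 cells | Reagent: DAMGO in two steps, submaximal then maximal | Compound dosing: Single concentration per test compound | Signal: Fluo4 Ca2+ flux fluorescence | Evaluation: Per-well B score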
TRPC4 act: activators of mouse TRPC4 channel, primary screen, Fluo4 calcium, HEK293 TRPC4beta/mu-opioid cells | B-score at 10 µM | AID 2237, 2010 | Short transient receptor potential channel 4 (Mus musculus), Q9QUQ5 | Fluo4 calcium fluorescence; hits give high values | 310,000 compounds, 0.49% hits;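 active = B-score above 5 SD of library B-scores, and initial fluorescence ratio not above library mean plus 5 SD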;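 note: positive B-score marks a calcium rise read as TRPC4 activation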
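Test system: HEK293 cells stably co-expressing mouse TRPC4beta and mu-opioid receptor | Schedule: Fluo4 dye loading 45 min at room temperature, 110 s recording | Measured by: Kinetic Fluo4 calcium fluorescence, 5 s baseline at 1 Hz | Evaluation: B score of integrated ratio | Controls: Buffer (low) and maximal DAMGO (high)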
AI-2 QS modul: Vibrio harveyi AI-2 quorum sensing modulators, primary screen, JMH597 strain, luminescence/OD600 ratio; Vibrio harveyi JMH597 AI-2 luminescence/OD600 ratio, 9 h; hits give low values; strain lacks LuxN and CqsS sensors; 0 = neutral-control median; activity change, % at 7.5 µM; 300,000 compounds, 0.4% hits; AID 2094, 2009; in the data active = activity change below about -75%, passing the limit was not always enough;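 note: luminescence divided by OD600 gain over 9 h not by final OD600 alone; inactives centre near 13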
MrgX1 allo act: positive allosteric modulators of MrgX1, primary screen, HEK293 cells, Fluo-4 calcium flux; Mas-related G-protein coupled receptor member X1 (Homo sapiens), Q96LB2; FDSS; hits give high values; B-score at 10 µM; 310,000 compounds, 0.63% hits; AID 588675, 2011;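 active = plate-corrected calcium response at least 3 library SD above typical, normal starting fluorescence, not activating the receptor alone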;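 note: compound read alongside a low EC10 to EC30 dose of BAM8-22 agonist; peak minus trough fluorescence over baseline measured at the second addition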
The depositor's hits bear a star; i = inactive; nt = not tested or not shown.

molecule	TRPC4 PAM	TRPC6 act	HIF act	TRPC6 inh	MrgX1 ag	MrgX1 antagonist	PolyA inhibitor	TRPC4 block	TRPC4 act	AI-2 QS modul	MrgX1 allo act
Cc1cc(-c2nnc(CCC(=O)NCCc3ccccc3F)o2)no1	i	i	0.1	i	i	i	i	i	i	19	i
O=C(COC(=O)c1ccc(F)cc1)Nc1ccc(Cl)cn1	i	i	0.9	i	i	i	i	i	i	36	i
O=C(CSCc1nc2ccccc2[nH]1)Nc1ccccc1	i	i	-0.1	i	i	i	i	i	i	13	i
Cc1nc2ncnn2c(C)c1Cc1ccc(Cl)cc1F	i	i	-0.5	i	i	i	i	i	i	0	i
O=C(CCCn1c(SCc2cc(=O)n3cc(Cl)ccc3n2)nc2ccccc2c1=O)NCC1CCCO1 (stereo not given)	i	i	0.1	i	i	i	i	i	i	-1	i
N#Cc1nc(Cc2ccccc2)oc1NCc1ccccc1	i	i	1.1	i	31*	i	i	i	i	41	i
CCC(C(=O)NC1CCCC1)N(C(=O)Cn1nnc(-c2ccc(C)o2)n1)c1cnc2ccccc2c1 (stereo not given)	i	i	-0.5	i	i	i	i	i	i	21	i
C=CCn1c(SCc2c(C(=O)OC)sc(N)c2C(=O)OC)nnc1-c1ccc(Br)cc1	i	i	-0.3	i	i	i	i	i	i	13	i
COC(=O)c1ccccc1NC(=S)NC(=O)c1cccc2ccccc12	i	i	0.1	i	i	i	i	i	i	20	i
COc1cccc(N2C(=O)Nc3ccccc3C2(O)C(=O)NCc2ccc3c(c2)OCO3)c1 (stereo not given)	i	i	1.5	i	i	i	nt	i	i	10	i
Cc1cccc(/C(N)=N/OC(=O)CCc2ccccc2)c1	i	i	2.4	i	i	i	i	i	i	3	i
O=C(Cc1cn(Cc2cccc(Cl)c2)c2ccccc12)N1CCCCCC1	i	i	-0.1	i	i	i	i	i	i	5	i
COc1cc(NC(=O)Cn2c(C)cc3ccccc3c2=O)cc(OC)c1OC	i	i	-0.4	i	i	i	i	i	i	-66	i
O=C(CN1C(=O)C2CC=CCC2C1=O)OCc1cc(=O)n2cc(Br)ccc2n1 (stereo not given)	i	i	0.1	i	i	i	i	i	i	10	i
CCOC(=O)/C(C#N)=N\Nc1cc(Cl)ccc1OC	i	i	-0.3	i	i	i	i	i	i	18	i
CC(C)C(=O)Nc1ccc(NC(=O)c2cccs2)cn1	i	i	3.0	i	i	i	i	i	i	16	i
COC(=O)c1ccccc1S(=O)(=O)Nc1ccc(OC)nc1	i	i	0.4	i	i	i	i	i	i	10	i
COC(=O)c1ccc(CSc2nnc3n(Cc4ccccc4OC)c(=O)c4ccccc4n23)o1	i	i	nt	i	i	i	i	i	i	13	i
O=C(Nc1ccc2c(c1)OCCO2)C(=O)c1c[nH]c2ccccc12	i	i	-0.1	i	i	i	i	i	i	7	i
CCOC(=O)CC(=O)CSc1ccc2nnc(-c3cccc(F)c3)n2n1	i	i	0.2	i	i	i	i	i	i	6	i
O=C1/C(=C/c2cccnc2)Oc2cc(OS(=O)(=O)c3ccc(F)cc3)ccc21	i	i	-0.1	i	i	i	i	i	i	-1	i
Cc1onc(-c2ccccc2)c1C(=O)N(C)CCc1ccccn1	i	i	0.0	i	i	i	i	i	i	4	i
Cc1ccc(CN2CCN(Cc3nc4c(s3)CCCC4)CC2CCO)cc1 (stereo not given)	i	i	-0.5	i	i	i	i	i	i	21	i
CC1(C)SC(=S)N(/N=C/c2ccccc2)C1N(O)C(=O)Nc1ccc([N+](=O)[O-])cc1 (stereo not given)	i	i	0.3	i	i	i	i	i	i	-1	i
Cc1cc(C(=O)Nc2ccc(S(=O)(=O)N3CCOCC3)cc2)ccc1[N+](=O)[O-]	i	i	-0.9	i	i	i	nt	i	i	15	i
O=C(Nc1cccc(F)c1)N1CC=C(c2ccc(Cl)cc2)CC1	i	i	-1.2	i	i	i	i	i	i	31	i
O=c1c2ccccc2nc(-c2ccoc2)n1CCc1ccccc1	i	i	0.4	i	i	i	i	i	i	12	i
Cc1ccc(-n2cc(CNCCN3CCOC3=O)c(-c3ccc(F)cc3)n2)cc1	i	i	0.7	i	i	i	i	i	i	19	i
COC(=O)C1CSc2[nH]c(=O)sc2C1c1ccc(O)c(OC)c1 (stereo not given)	i	i	0.1	i	i	i	i	i	i	18	i
COc1ccc2[nH]cc(/C=C(/C#N)S(=O)(=O)c3ccccc3)c2c1	i	i	-1.6	i	i	i	i	i	i	-36	i
COCCCn1cnnc1SCc1nc2sc(C(C)=O)c(C)c2c(=O)[nH]1	i	i	-0.4	i	i	i	i	i	i	16	i
CCOCCCNS(=O)(=O)c1ccc(Br)cc1	i	i	-0.3	i	i	i	i	i	i	32	i
CC(CC(=O)Nc1ccc(F)cc1)S(=O)(=O)c1ccc2c(c1)NC(=O)CO2 (stereo not given)	i	i	0.2	i	i	i	i	i	i	nt	i
Clc1cccc(Nc2ncnc3ccc(Br)cc23)c1	i	i	nt	i	i	i	i	i	i	-8	i
COc1cc(CNCCc2ccccc2)ccc1OCc1ccc(Cl)nc1	i	i	0.4	i	i	i	i	i	i	10	i
O=S(=O)(NCC1CCCO1)c1ccc(NS(=O)(=O)c2ccc(F)cc2)cc1 (stereo not given)	i	i	0.0	i	i	i	i	i	i	10	i
O=C1c2ccccc2C(=O)N1CCCCN(C(=O)c1cc2ccccc2oc1=O)c1ccc(F)cc1F	i	i	nt	i	i	i	i	i	i	12	i
CC1NC(=O)NC1CCCCCC(=O)NCCc1ccccc1 (stereo not given)	i	i	-0.5	i	i	i	i	i	i	11	i
O=C(Nc1cccc([N+](=O)[O-])c1)c1ccn[nH]1	i	i	2.4	i	i	i	i	i	i	-6	i
COc1ccc(/C=C/C(=O)NC(=S)NN2CCCCC2c2cccnc2)cc1 (stereo not given)	i	i	-0.1	i	i	i	i	i	i	18	i
Cn1c2c(c(=O)n(C)c1=O)C(c1ccc(Br)cc1)Nc1ccccc1O2 (stereo not given)	i	i	-0.3	i	i	i	i	i	i	51	i
COc1ccccc1NC(=O)C1=C(C)Nc2nnnn2C1c1cc(Br)ccc1OC (stereo not given)	i	i	0.0	i	i	i	i	i	i	-2	i
COc1cc2c(cc1OC)CC1(CCCCC1)N=C2	i	i	-0.1	i	i	i	i	i	i	23	i
Cc1ccc2nc(SCC(=O)Nc3ccc4c(c3)OCO4)nc(=O)n2c1	i	i	0.9	i	i	i	i	i	i	18	i
Cc1ccc2sc(N(CCCN(C)C)C(=O)c3ccc(S(=O)(=O)N(C)C4CCCCC4)cc3)nc2c1C	i	i	0.9	i	i	i	i	i	i	-7	i
CCCCn1c(N)c(N(CCOC)C(=O)c2ccc3c(c2)C(=O)N(c2cc(C)ccc2C)C3=O)c(=O)[nH]c1=O	i	i	0.2	i	i	i	i	i	i	0	12*
O=S(=O)(c1ccc(Cl)cc1)N1CCN(C(=S)Nc2ccccc2F)CC1	i	i	-0.5	i	i	i	i	i	i	0	i
O=C(NCCc1ccc(Cl)cc1)C1CCC(CNc2c(N3CCCCC3)c(=O)c2=O)CC1 (stereo not given)	i	i	0.0	i	i	i	i	i	i	20	i
COc1ccc2c(c1)C(=O)CCC2c1ccccc1 (stereo not given)	i	i	-1.1	i	i	i	i	i	i	-2	i
Cc1ccn(C(=O)c2cc3ccccc3oc2=O)n1	i	i	0.6	i	i	i	i	i	i	-3	i
CC1CC2=C(NC(=S)NC2c2ccc(F)cc2)/C(=C/c2ccc(F)cc2)C1 (stereo not given)	i	i	-0.2	i	i	i	i	i	i	32	i
CCc1ccc(C2=NN(CCC(=O)NC3CCCCCC3)C(=O)CC2)cc1	i	i	0.0	i	i	i	i	i	i	19	i
Cc1ccc(C)c2[nH]c(=O)c(CCNC(=O)C(C)(C)C)cc12	i	i	0.1	i	i	i	i	i	i	33	i
O=C(Nc1ccc(S(=O)(=O)N2CCCCCC2)cc1)C1CCCO1 (stereo not given)	i	i	-0.2	i	i	i	i	i	i	13	i
COc1ccc(C(=O)N2CCCCCCC2)cc1OC1CCN(C(C)C)CC1	i	i	-0.2	i	i	i	i	i	i	5	i
NNC(=O)c1cc2ccccc2cc1O	i	i	-0.3	i	i	i	i	i	i	16	i
CC(C)C(=O)Nc1c(-c2cccs2)c(=O)c2ccccc2n1C	i	i	0.3	i	i	i	i	i	i	17	i
CCO[C@H]1OC(C(=O)O)=C[C@@H](c2ccc(C(F)(F)F)cc2)[C@@H]1CCCO	i	i	0.2	i	i	i	i	i	i	-1	i
COc1ccc(-c2csc(NC(C)c3nc4cc(Cl)c(Cl)cc4n3CCCO)n2)cc1 (stereo not given)	i	i	0.3	i	i	i	i	i	i	42	i

Some of the compounds tested, so the mix of outcomes need not match the whole.
